Bioassay records deposited in PubChem by Johns Hopkins Ion Channel Center.
MrgX1 antagonist: human MrgX1 receptor antagonism, primary screen | B-score at 10 µM | MRGX1-HEK293 calcium flux, Fluo-4, BAM8-22 antagonism; active compounds read low | AID 588676 | Q96LB2 | 310,000 compounds, 1.3% hits;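 active = calcium-response B-score plate-corrected more than 3 library SD below zero, starting fluorescence within 5 deviations, no agonist response on first addition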;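 also: peak minus trough fluorescence over baseline after final BAM8-22 challenge near maximal dose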
TRPC6 act: activates the mouse TRPC6 cation channel; HEK293-TRPC6 membrane potential dye fluorescence; active compounds read high; AID 2550; B-score at 10 µM; 310,000 compounds, 0.13% hits; Q61143;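 active = B-score of the integrated fluorescence ratio above library mean plus 3 SD, and starting fluorescence ratio within library mean plus 5 SD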;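 also: higher score means more depolarization so channel activation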
TMEM16A act: mouse TMEM16A channel activation, primary screen; Q8BHY3; HEK293 TMEM16A/YFP-H148Q/I152L, iodide quench fluorescence; active compounds read low; B-score at 10 µM; 340,000 compounds, 0.3% hits;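 active = fluorescence-ratio B-score plate-corrected deviation score at least 3 library SD below zero, with starting fluorescence score within 5 deviations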;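 also: channel opened by trigger with iodide after compound preincubation; score built on the fluorescence ratio of max minus min over baseline; more negative score means more quench and so TMEM16A activation or potentiation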
Target sequence (Q8BHY3 whole entry, looked up): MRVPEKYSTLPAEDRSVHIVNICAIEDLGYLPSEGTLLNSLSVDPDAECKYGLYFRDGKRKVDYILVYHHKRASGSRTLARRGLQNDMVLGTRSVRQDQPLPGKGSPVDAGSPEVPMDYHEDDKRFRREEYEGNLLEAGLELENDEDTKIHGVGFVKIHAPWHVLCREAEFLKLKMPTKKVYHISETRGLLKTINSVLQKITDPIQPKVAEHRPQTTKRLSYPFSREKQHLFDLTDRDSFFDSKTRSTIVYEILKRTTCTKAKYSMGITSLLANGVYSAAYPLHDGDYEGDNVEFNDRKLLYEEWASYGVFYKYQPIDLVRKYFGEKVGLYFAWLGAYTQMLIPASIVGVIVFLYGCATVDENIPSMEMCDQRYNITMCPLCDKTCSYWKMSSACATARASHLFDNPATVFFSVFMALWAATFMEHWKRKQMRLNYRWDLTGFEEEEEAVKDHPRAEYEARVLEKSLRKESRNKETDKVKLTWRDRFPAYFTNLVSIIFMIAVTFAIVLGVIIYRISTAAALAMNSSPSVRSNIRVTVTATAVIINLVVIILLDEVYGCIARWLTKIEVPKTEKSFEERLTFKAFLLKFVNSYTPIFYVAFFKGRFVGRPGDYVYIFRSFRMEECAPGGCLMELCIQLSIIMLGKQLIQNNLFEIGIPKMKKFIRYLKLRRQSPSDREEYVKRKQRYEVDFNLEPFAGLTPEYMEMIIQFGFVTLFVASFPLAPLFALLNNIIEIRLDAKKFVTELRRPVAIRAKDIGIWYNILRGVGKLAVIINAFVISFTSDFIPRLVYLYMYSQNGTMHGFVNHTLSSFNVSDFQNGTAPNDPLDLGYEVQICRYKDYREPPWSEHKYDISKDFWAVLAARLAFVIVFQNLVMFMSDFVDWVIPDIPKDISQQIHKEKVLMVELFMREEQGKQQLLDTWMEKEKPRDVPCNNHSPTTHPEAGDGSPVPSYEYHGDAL
TRPC4 inh: blocks the mouse TRPC4 cation channel. Q9QUQ5. B-score at 10 µM. 300,000 compounds, 0.39% hits. HEK293 TRPC4beta/mu-opioid, DAMGO-evoked Fluo4 calcium flux; active compounds read low. AID 2247;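 active = B-score over 3 SD under the library average, no early fluorescence shift, positive overall ratio signal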
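Assay system – HEK293 line stably carrying TRPC4beta and mu-opioid receptor · Doses – single dose · Detection – Fluo4 calcium-dye fluorescence, kinetic read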
TRPC4 potent: TRPC4 (mouse) allosteric potentiation | Q9QUQ5 | HEK293 TRPC4beta/mu-opioid, DAMGO EC20, Fluo-4 Ca2+ flux; active compounds read high | B-score at 10 µM | 310,000 compounds, 0.42% hits | AID 2227;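 active = B-score of calcium response area above 5 SD of library B-scores, with initial fluorescence ratio within 5 SD of library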;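 also: B-score of integrated fluorescence ratio over time as area under calcium response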
MrgX1 allo act: human MrgX1 positive allosteric modulation, primary screen | B-score at 10 µM | 310,000 compounds, 0.63% hits | AID 588675 | MrgX1-HEK293, Fluo-4 calcium flux, FDSS; active compounds read high;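 active = plate-corrected calcium response at least 3 library SD above typical, normal starting fluorescence, not activating the receptor alone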;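 also: compound read alongside a low EC10 to EC30 dose of BAM8-22 agonist; peak minus trough fluorescence over baseline measured at the second addition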
MrgX1 agonist: agonists of human MrgX1 receptor; B-score at 10 µM; MrgX1-HEK293 cells, Fluo-4 calcium fluorescence, agonist mode; active compounds read high; AID 588627; 310,000 compounds, 0.44% hits; Q96LB2;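 active = calcium response B-score plate-corrected fluorescence ratio at least 3 library SD, with starting fluorescence B-score inside 5 SD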
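Material – MrgX1-expressing HEK293 cells · Input – 15,000 cells seeded per well · Dosing – compound as first of three additions · Times – overnight seeding, then 1 h dark dye loading · Measured by – kinetic Fluo-4 NW fluorescence of intracellular calcium · Read-out – B-scored fluorescence response ratio · Benchmarks – positive and negative control wells on each plate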
TRPC4 agonist: activators of mouse TRPC4 channel; HEK293 TRPC4beta/mu-opioid, Fluo4 calcium fluorescence; active compounds read high; B-score at 10 µM; 310,000 compounds, 0.49% hits; AID 2237;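 active = B-score above 5 SD of library B-scores, and initial fluorescence ratio not above library mean plus 5 SD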;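 also: positive B-score marks a calcium rise read as TRPC4 activation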
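Material: TRPC4beta and mu-opioid receptor HEK293 stable cells | Incubation: 45 min room-temperature Fluo4 loading, 110 s read | Detection: Kinetic Fluo4 calcium fluorescence | Measure: Integrated baseline-normalised fluorescence ratio, converted to per-well B score | Benchmarks: Low control buffer alone, high control maximal DAMGO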
RGS4 inh: inhibitors of human RGS4. P49798. 310,000 compounds, 0.45% hits. AID 463165. B-score at 10 µM. HEK293 M3R/RGS4 inducible, Fluo-4 calcium flux; active compounds read high; triggered by carbachol at its EC20;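 active = B-score, a plate-corrected calcium signal, over three deviations above library mean, with baseline fluorescence within five deviations of library mean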;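 also: RGS4 expression induced by doxycycline in cells with stable M3 receptor; B-score is computed from the integrated fluorescence ratio over baseline after carbachol; higher B-score means a larger calcium signal and so more RGS4 inhibition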
ANO1 block: blocks the mouse calcium-activated chloride channel TMEM16A; HEK293 TMEM16A/YFP iodide influx fluorescence, ionomycin; normalized B-score (activity score, 25-100; higher = stronger inhibition) at 10 µM; 310,000 compounds, 1.2% hits; AID 588511;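 active = ratio plate-corrected score three or more library SD toward inhibition, starting fluorescence score within five deviations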;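 also: score derived from kinetic fluorescence span divided by baseline fluorescence per well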
TRPC6 inhibitor: inhibitors of mouse TRPC6 channel; AID 2553; 310,000 compounds, 1.1% hits; Q61143; B-score at 10 µM; HEK293-TRPC6, membrane potential dye, ACh-evoked depolarization; active compounds read low;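 active = B-score under library mean minus 3 SD, initial fluorescence not abnormally high, positive integrated signal ratio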;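 also: B-score derived from integrated fluorescence ratio over the kinetic read; more negative B-score means stronger inhibition of depolarization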
* = called active by the depositor; i = inactive; / = not tested or not shown.

no. | Structure | MrgX1 antagonist | TRPC6 act | TMEM16A act | TRPC4 inh | TRPC4 potent | MrgX1 allo act | MrgX1 agonist | TRPC4 agonist | RGS4 inh | ANO1 block | TRPC6 inhibitor
1 | Cc1ccccc1NC(=O)CSc1cn[nH]n1 | i | i | i | i | i | i | i | i | i | i | i
2 | Cc1ccccc1N(C(=O)Cn1nnc(-c2cccs2)n1)C(C(=O)NCCC(C)C)c1ccco1 (stereo not given) | i | i | i | i | i | i | i | i | i | i | i
3 | C=CCn1cccc(C(=O)Nc2ccc(SC)cc2)c1=O | i | i | i | i | i | i | i | i | i | i | i
4 | O=C(O)CC(NC(=O)Cc1ccc(Cl)cc1)c1ccco1 (stereo not given) | i | i | / | i | i | i | i | i | i | i | i
5 | Nc1nc(-c2ccc(Cl)cc2)nc(-c2ccc(Cl)cc2)n1 | i | i | i | i | i | i | i | i | i | i | i
6 | CCCn1c(SCC(=O)NCCc2ccccc2)nnc1-c1cccnc1 | i | i | i | i | i | i | i | i | i | i | i
7 | CCOc1cc2[nH]c(=O)n(CCCN3CCCC3=O)c(=O)c2cc1OCC | i | i | i | i | i | i | i | i | i | i | i
8 | CCCC(=O)NC(=S)Nc1ccccc1C(F)(F)F | i | i | i | i | i | i | i | i | i | i | i
9 | CC1=C(C(=O)Nc2ccccc2)C(c2coc3ccccc3c2=O)C2=C(CCCC2=O)N1 (stereo not given) | i | i | i | i | i | i | i | i | i | i | i
10 | Cn1nccc1C(=O)Oc1ccc(/C=N/NC(=O)c2ccccc2O)cc1 | i | i | i | i | i | i | i | i | i | i | i
11 | ClC1(Cl)CC1CSc1nnc(-c2ccncc2)o1 (stereo not given) | i | i | i | i | i | i | i | i | i | i | i
12 | CC(C)Oc1ccc(/C(O)=C2/C(=O)C(=O)N(CCN(C)C)C2c2cccs2)cc1 (stereo not given) | i | i | i | i | i | i | i | i | i | i | i
13 | O=C(Nc1ccc(-c2n[nH]c(=S)o2)cc1)c1ccccc1 | i | i | i | i | i | i | i | i | i | i | i
14 | COc1cc(C(=O)NCCN2CCOCC2)cc(OC)c1OC | i | i | i | i | i | i | i | i | i | i | i
15 | CCOCCCNc1nc(=S)[nH]c2cc(OC)c(OC)cc12 | i | i | i | i | i | i | i | i | i | i | i
16 | Cn1c(SCC(=O)N/N=C/c2ccc([N+](=O)[O-])s2)nnc1-c1ccccc1 | i | i | i | i | i | i | i | i | i | i | i
17 | O=S(=O)(c1cccnc1)N1CCn2cccc2C1c1ccccc1F (stereo not given) | i | i | i | i | i | i | i | i | i | i | i
18 | O=C(CSc1nnc(COc2ccccc2)o1)NCCc1ccccc1 | i | i | i | i | i | i | i | i | i | i | i
19 | Nc1nnnn1/N=C/c1ccccc1 | i | i | i | i | i | i | i | i | i | i | i
20 | O=C(c1ccccc1)N1CCSc2sccc2C1=O | / | i | i | i | i | / | / | i | i | / | i
21 | CC(=O)N1CCN(c2ccccc2NC(=O)COc2ccc(Br)cc2)CC1 | i | i | i | i | i | i | i | i | i | i | i
22 | CSc1ccc(CN2CCN(CCC(C)C)C(CCO)C2)cc1 (stereo not given) | i | i | i | i | i | i | i | i | i | i | i
23 | COC(=O)c1cc2c(=O)c3ccccc3oc2nc1/C=C/N(C)C | i | i | i | i | i | i | 67.5* | 69* | i | i | i
24 | O=C(Nc1ccc2c(c1)OCCO2)N1CCOCC1 | i | i | i | i | i | i | i | i | i | i | i
25 | CCCn1c2c(c(O)c(C(=O)Nc3nccs3)c1=O)CCCC2 | i | i | i | i | i | i | i | i | i | i | i
26 | CCC(C)(NC(=O)Cc1c[nH]c2ccccc12)C(=O)NC1CCCCC1 (stereo not given) | i | i | i | i | i | i | i | i | i | i | i
27 | CC(=O)Nc1c(C(=O)O)[nH]c2ccccc12 | i | i | / | i | i | i | i | i | i | i | i
28 | Cc1cccc(C)c1NC(=O)CSCc1cccc(CSCC(=O)Nc2c(C)cccc2C)n1 | i | i | i | i | i | i | i | i | i | i | i
29 | COc1ccc(C(=O)N=c2sccn2C)cc1 | i | i | i | i | i | i | i | i | i | i | i
30 | CCOC(=O)N1CCN(c2nc(-c3cccs3)nc3ccccc23)CC1 | i | i | i | i | i | i | i | i | i | i | i
31 | CCS(=O)(=O)Nc1cc(-c2nc3cccnc3s2)ccc1C | i | i | i | i | i | i | i | i | i | i | i
32 | COc1cccc(NC(=O)Nc2cccnc2)c1 | i | i | i | i | i | i | i | i | i | i | i
33 | CCCCN(CC)C(=O)CSc1nc2n[nH]c(C)c2c(=N)n1-c1cccc(C)c1 | i | i | i | i | i | i | i | i | i | i | i
34 | CCc1c(C)c2cc(Cl)c(O)c(CN3CCCCC3)c2oc1=O | i | i | i | i | i | i | i | i | i | i | i
35 | COc1ccccc1-n1cc(CN2CCN(CC(C)C)C(CCO)C2)cn1 (stereo not given) | -5.82* | i | i | i | i | i | i | i | i | i | i
36 | Nc1c(C(=O)OCC2CCCO2)c2nc3ccccc3nc2n1-c1ccc2c(c1)OCCO2 (stereo not given) | i | i | / | i | i | i | i | i | i | i | i
37 | [O-][N+]1=C2CCC/C(=N\O)C2=NC12CCCCC2 | i | i | i | i | i | i | i | i | i | i | i
38 | COc1ccc(OC(=O)NCCc2ccccc2)cc1 | i | i | i | i | i | i | i | i | i | i | i
39 | Cc1[nH]c2ccccc2c1C(=O)COC(=O)c1c(-c2ccccc2)noc1C | i | i | i | i | i | i | i | i | i | i | i
40 | CCOC(=O)Cn1nnnc1CN(Cc1ccc(OC)cc1)Cc1cc2cc(C)cc(C)c2[nH]c1=O | i | i | i | i | i | i | i | i | i | i | i
41 | CCC(=O)N(Cc1cc2cc(OC)ccc2[nH]c1=O)c1cccc(C)c1 | i | i | i | i | i | i | i | i | i | i | i
42 | CCOC(=O)c1c(-c2ccccc2)oc2ccc(O)c(CN3CCOCC3)c12 | i | i | i | i | i | i | i | i | i | i | i
43 | C/C(N)=C(/C#N)C(=O)CSc1nnnn1-c1ccc(C)cc1 | i | i | i | i | i | i | i | i | i | i | i
44 | CC(C)NC(=S)NN(c1ccccc1)c1ccccc1 | i | i | i | i | i | i | i | i | i | i | i
45 | O=C(O)Cn1cc(/C=C2\SC(=O)N(c3ccccc3)C2=O)c2ccccc21 | i | i | i | i | i | i | i | i | i | i | i
46 | COc1ccc(N(C(=O)c2ccco2)S(=O)(=O)c2ccccc2)cc1 | i | i | i | i | i | i | i | i | i | i | i
47 | COc1ccc(-c2cnnn2-c2ccc(NC(=O)/C=C/c3ccc(OC)c(OC)c3)cc2)cc1 | i | i | i | i | i | i | i | i | i | i | i
48 | Cc1ccc(/C=C/c2nc3ccccc3s2)s1 | i | i | i | i | i | i | i | i | i | i | i
49 | CCOc1ccc2c(c1)cc(CN(C(=O)CC)C1CCCCC1)c1nnnn12 | i | i | i | i | i | i | i | i | i | i | i
50 | COc1ccc(-c2cnnc(N/N=C/c3ccc(O)c(OC)c3)n2)cc1 | i | i | i | i | i | i | i | i | i | i | i
51 | CC(Sc1nnc(-c2ccco2)n1C)C(=O)N(C)C1CCCCC1 (stereo not given) | i | i | i | i | i | i | i | i | i | i | i
52 | CC(=O)c1cccc(-n2nnnc2SCC(=O)NNC(=O)C(C)C)c1 | i | i | i | i | i | i | i | i | i | i | i
53 | O=C(NC(=S)Nc1ccccc1O)c1cncc(Br)c1 | i | i | i | i | i | i | i | i | i | i | i
54 | CCc1n(CC(O)COC2CCCCC2)c2ccccc2[n+]1C (stereo not given) | i | i | i | i | i | i | i | i | i | i | i
55 | CCOC(=O)[C@@H]1[C@H]2COc3cc(OC)ccc3[C@@H]2N2C(=O)N(c3ccc(Cl)cc3)C(=O)[C@@]12C | i | i | i | i | i | i | i | i | i | i | i
56 | Cc1ccc(-n2ncc3c2ncn2c(C)nnc32)cc1C | i | / | i | / | / | i | i | / | / | i | /
57 | O=C(O)/C=C/c1ccc(S(=O)(=O)Nc2ccc(OCc3ccccc3)cc2)cc1 | i | i | i | i | i | i | i | i | i | i | i
58 | CCOC(=O)C1=C(N2CCCCC2)c2cc3c(n2C1=O)CCCC3 | i | i | i | i | i | i | i | i | i | i | i
59 | CCCC[n+]1ccn(C2=C([O-])c3ccccc3C(=O)/C2=N\S(=O)(=O)c2ccccc2)c1 | i | i | i | i | i | i | i | i | i | i | i
60 | COc1ccc(N2CCN(C(=O)c3cccc(NC(=O)c4ccco4)c3)CC2)cc1 | i | i | i | i | i | i | i | i | i | i | i

More entries.
no. | Structure | MrgX1 antagonist | TRPC6 act | TMEM16A act | TRPC4 inh | TRPC4 potent | MrgX1 allo act | MrgX1 agonist | TRPC4 agonist | RGS4 inh | ANO1 block | TRPC6 inhibitor
61 | Cc1ccc(C(=O)N/C(=C/c2cccc([N+](=O)[O-])c2)C(=O)NCC2CCCO2)cc1 (stereo not given) | i | i | i | i | i | i | i | i | i | i | i
62 | Cc1ccccc1NC(=O)Nc1nnc(Cc2ccc([N+](=O)[O-])cc2)s1 | i | i | i | i | i | i | i | i | i | i | i
63 | CC(C)CC(c1nnnn1Cc1ccc(F)cc1)N1CCC(C(N)=O)CC1 (stereo not given) | i | i | i | i | i | i | i | i | i | i | i
64 | CNCCCOc1ccc(C)cc1Br | i | i | i | i | 14* | i | i | i | i | i | i
65 | CCC(C(=O)Nc1cccc(C(=O)O)c1C)c1ccccc1 (stereo not given) | i | i | i | i | i | i | i | i | i | i | i
66 | CC(C)Oc1ccc(C2c3c(oc4ccccc4c3=O)C(=O)N2CCCN2CCOCC2)cc1 (stereo not given) | i | i | i | i | i | i | i | i | i | i | i
67 | CC1(C)C([N+](=O)[O-])C(c2ccccc2O)NC(c2ccccc2O)C1[N+](=O)[O-] (stereo not given) | i | i | i | i | i | i | i | i | i | i | i
68 | CCC(CC(C)(C)O)C(=O)NNC(=S)Nc1ccccc1 (stereo not given) | i | i | i | i | i | i | i | i | i | i | i
69 | CCN1CCN(CC(O)COc2ccc(C)c(C)c2)CC1 (stereo not given) | i | i | i | i | i | i | i | i | i | i | i
70 | CC(C)C(=O)N(Cc1ccc2c(c1)OCO2)Cc1ccccn1 | i | i | i | i | i | i | i | i | i | i | i
